Assay outcomes as filed in PubChem.
INS-1E GSIS act = GLuc luminescence reporter in INS-1E cells, primary screen for activators of glucose-dependent secretion of insulin; activation, % at 16.6 µM; 370,000 compounds, 0.61% hits; INS-1E GLuc reporter insulin secretion, 2-3 h;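 active means lowest replicate activation of at least 40%, so every replicate reaches that level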;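 further: 0% = median of neutral control wells and 100% = median of IBMX positive control wells; some compounds called inactive have numbers as strong as hits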
C2C12 statin = suppression of simvastatin myotoxicity | C2C12 myotubes + simvastatin, ATP luminescence, 48 h; scaled: DMSO 0, geranylgeraniol control 100 | 330,000 compounds, 0.78% hits | rescue of ATP level, % at 7.49 µM;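 active means mean ATP rescue above about 67%, or every replicate alone reaching that limit, limit read from the data, passing the limit was not always enough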;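 further: myotubes were challenged with 10 µM simvastatin during compound exposure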
PglD DTNB = PglD (C. jejuni) enzyme inhibition. AID 602405. 360,000 compounds, 0.098% hits. inhibition, % at 12.5 µM. purified PglD enzyme, DTNB colorimetric CoA detection; in the data active means inhibition above about 16%, passing the limit was not always enough; further: strong numbers were not always called active
FN deposit inh = fibronectin deposition inhibition. AH1F fibroblasts, Alexa488-fibronectin deposition fluorescence, overnight. AID 743247. 350,000 compounds, 0.086% hits. inhibition, % at 12.6 µM;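 active means mean inhibition across replicates of 30% or more, regardless of how many single replicates reach that level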;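 further: positive control wells lacked labelled fibronectin entirely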
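Material – AH1F fibroblast monolayer, labelled fibronectin deposition · Reagent – labelled fibronectin 24 nM · Timing – 1 h adhesion, overnight exposure · Measured by – fluorescence at 485 nm excitation, 525 nm emission · Read-out – inhibition of fibronectin deposition signal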
miR-122 sensor = inhibitors of miR-122 in Huh7 cells | Huh7 miR-122 Renilla luciferase sensor, 48 h; neutral wells = 0, positive control = 100 | activation (reporter increase), % at 12.5 µM | 340,000 compounds, 0.3% hits | AID 602342;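 active means mean replicate activation score at least 90 and every replicate individually at or above 90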;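 further: higher luciferase means less miR-122 activity so hits act as miR-122 inhibitors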
CFTR F508del cor = correctors of CFTR F508del function in bronchial epithelial cells | CFBE cells, YFP halide quenching; stimulated with forskolin plus potentiator P3; % fluorescence drop versus neutral controls | 350,000 compounds, 0.36% hits | AID 720511 | activity (quench increase), % at 7.58 µM;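 active means mean added fluorescence quench of at least 8% versus neutral control, with both replicates also reaching 8%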;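 further: cells transiently co-express mutant CFTR-F508del with the halide-sensitive YFP; corrector assay measuring rescue of mutant channel to the surface after 24 h compound exposure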
Cneo AK release = Cryptococcus neoformans lysis via adenylate kinase release; 360,000 compounds, 0.2% hits; lysis activity, % at 15 µM; C. neoformans lysis, adenylate kinase release luminescence, 4 h; normalised: neutral wells 0, clomiphene wells 100; AID 651654;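 active means mean lysis activity across replicates of at least 80%, whatever share of replicates individually reach that level; inactive means mean lysis activity below 80%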
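read-out = cell lysis signal | test system = log-phase Cryptococcus neoformans yeast cells | input = cells at 5 × 10^6 per mL | medium = fresh YPD growth medium | signal = luminescent adenylate kinase detection reagent | timing = 4 h at 37 °C static, read 1 h later | dosing = single dose | controls = Clomiphene as positive lysis control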
PGC1a acetyl inh = modulators of PGC1a acetylation; 350,000 compounds, 0.17% hits; U2OS PGC1a acetylation, AlphaScreen anti-acetyl-lysine; with virally co-expressed GCN5 acetyltransferase; inhibition, % at 15.6 µM; AID 651687;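 active means every replicate shows inhibition of at least 40%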;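 further: 0% = neutral control wells and 100% = positive control wells; some results beyond the cut were filed as inactive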
* marks the source's active call; other numbers are inactive results; · = not tested or not shown; & = joins results of further samples; [ ] = remark or other dose.

SMILES	INS-1E GSIS act	C2C12 statin	PglD DTNB	FN deposit inh	miR-122 sensor	CFTR F508del cor	Cneo AK release	PGC1a acetyl inh
CC=Cc1ccc2n(c1=O)C[C@H]1[C@H](CO)[C@@H](C(=O)NCC(F)(F)F)[C@@H]2N1C(=O)C1CC1 (mixture of isomers)	3	7	14	·	1[16.7 µM]	0.5	-3	·
CCc1c(C(=O)N/N=C/c2ccco2)nnn1-c1nonc1N	2	-10	-1	11	-3	1.0	-2	·
O=C(CN1C(=O)c2ccccc2C1=O)Nc1ccc(S(=O)(=O)NCC2CCCO2)cc1 (stereo not drawn)	11	9	2	·	-2	-3.2	0	-4
C[C@H]1CN([C@@H](C)CO)C(=O)Cc2cc(NS(=O)(=O)c3cccs3)ccc2O[C@@H]1CN(C)C	-4	-26	-1	·	-2[16.7 µM]	-2.5	4	4
O=C1CCCN=C(Nc2ccc(F)c(Cl)c2)S1	4	·	·	-8	·	-0.6	·	3
CCOC(=O)C1CCCN(CCC(=O)Nc2cc(OC)ccc2OC)C1 (stereo not drawn)	9	1	1	-1	-3	1.3	-2	13
Cc1cccc(NC(=O)CN2C(=O)/C(=C3\SC(=S)N(CC4CCCO4)C3=O)c3ccccc32)c1 (stereo not drawn)	·	8	-1	·	0	·	-3	40
COc1ccc(C2N(c3ccccc3)C(=S)N3CCCN23)cc1 (stereo not drawn)	15	·	4	4	2	·	0	-13
Cc1noc(C)c1NC(=O)N(C)C[C@@H]1Oc2ccc(NC(=O)C3CCCCC3)cc2CC(=O)N([C@H](C)CO)C[C@@H]1C	7	7	0	-13	-7[16.7 µM]	0.6	5	11
COc1ccc(-c2ccc(C3[C@H]4CNC[C@@H]3N4Cc3cc(OC)cc(OC)c3)cc2)cc1 (stereo partly drawn)	-22&0	·	·	2&-7	·	1.6&-4.5	·	4&-10
CC(C)c1ccc(NC(=O)COC(=O)C2=COCCO2)cc1	·	-12	2	·	-2	·	-30	7
CC1(C(=O)Nc2nccs2)CCN1C(=O)CC(c1ccccc1)c1ccccc1 (stereo not drawn)	-44	3	1	16	-4	-0.2	-1	-9
CC(C)NC(=O)N[C@@H]1C=C[C@@H](CC(=O)NCCCN(C)C)O[C@@H]1CO	3	-10	2	10	-15[16.7 µM]	1.1	-1	4
COc1cc(OC)c(C2=NOC(C(=O)N3CCN(C(=O)c4ccco4)CC3)C2)cc1Cl (stereo not drawn)	8	·	0	1	·	1.2	0	-1
CCn1c(SCC(=O)NC2CCCC2)nnc1-c1c[nH]c2ccccc12	-4	-3	-3	1	-1	5.8	-3	-1
CCC(=O)Nc1ccc2c(c1)C(=O)N(C)C[C@H](OC)[C@@H](C)CN(CC1CCCCC1)[C@H](C)CO2	-20	8	-4	-15	-15[16.7 µM]	3.3	-2	1
COc1ccc(NC(=O)c2cccc(Cn3cc(Br)c([N+](=O)[O-])n3)c2)c(C)c1	-6	-5	·	6	-6	3.3	·	9
C[C@@H]1CCCCO[C@H](CN(C)C(=O)Nc2ccccc2)[C@H](C)CN([C@@H](C)CO)C(=O)c2cc(NS(=O)(=O)c3cccs3)ccc2O1	-28	·	3	-10	-4[16.7 µM]	0.9	-1	3
COc1ccccc1NC(=O)Nc1ccc(C)cn1	7	2	10	-1	-1	-1.2	0	-9
C[C@H]1CN([C@@H](C)CO)C(=O)Cc2cc(NC(=O)Nc3ccc(F)cc3)ccc2O[C@H]1CN(C)C(=O)Nc1ccccc1	-6	-3	-2	1	4[16.7 µM]	-0.9	2	-4
N#Cc1cn(Cc2ccccc2)c(=O)[nH]c1=O	-10	·	·	-6	-6	-2.7	·	-13
COc1ccc(Cl)cc1N=Cc1c(O)c2ccccc2oc1=O	0	6	2	6	5	-1.7	1	8
C[C@H](CO)N1C[C@H](C)[C@H](CN(C)C(=O)Nc2ccc3c(c2)OCO3)OCCCC[C@H](C)Oc2ccc(NC(=O)c3ccncc3)cc2C1=O	7	·	-1	2	12[16.7 µM]	-0.1	2	-1
CN1CCN(C(=O)C[C@@H]2CC[C@H]3[C@@H](COC[C@@H](O)CN3Cc3cccc(F)c3)O2)CC1	10	-26	6	2	3[16.7 µM]	-3.7	-2	0
Cc1noc(C)c1NC(=O)N(C)C[C@H]1Oc2ccc(NC(=O)CCN3CCOCC3)cc2C(=O)N([C@H](C)CO)C[C@H]1C	16	·	1	·	-3[16.7 µM]	-1.2	59	-2

Retrieved by compound from the entries so far, 4 records:
SMILES	INS-1E GSIS act	C2C12 statin	PglD DTNB	FN deposit inh	miR-122 sensor	CFTR F508del cor	Cneo AK release	PGC1a acetyl inh
CC(C)NC(=O)N[C@@H]1C=C[C@@H](CC(=O)NCCCN(C)C)O[C@@H]1CO	3	-10	2	10	-15[16.7 µM]	1.1	-1	4
CC1(C(=O)Nc2nccs2)CCN1C(=O)CC(c1ccccc1)c1ccccc1 (stereo not drawn)	-44	3	1	16	-4	-0.2	-1	-9
CCOC(=O)C1CCCN(CCC(=O)Nc2cc(OC)ccc2OC)C1 (stereo not drawn)	9	1	1	-1	-3	1.3	-2	13
CC(C)c1ccc(NC(=O)COC(=O)C2=COCCO2)cc1	·	-12	2	·	-2	·	-30	7

Remaining list, next part:
SMILES	INS-1E GSIS act	C2C12 statin	PglD DTNB	FN deposit inh	miR-122 sensor	CFTR F508del cor	Cneo AK release	PGC1a acetyl inh
CO[C@H]1CN(C)C(=O)c2cc(NS(C)(=O)=O)ccc2OC[C@@H](C)N(C(=O)C2CCCCC2)C[C@@H]1C	-3	0	-1	4	-1[16.7 µM]	-4.1	1	·
Cc1cccc(N2CC(C(=O)Nc3ccc4c(c3)OCCO4)CC2=O)c1C (stereo not drawn)	3	-1	0	3	8	0.6	-3	-15
O=C(C[C@H]1CC[C@@H]2[C@H](COC[C@@H](O)CN2C(=O)c2ccccc2F)O1)NCc1ccc(Cl)cc1	5	-12	0	-3	-3[16.7 µM]	1.7	2	-6
C[C@H](NC(=O)[C@@H]1N[C@@H]2c3ccc(-c4cccnc4)c(=O)n3C[C@@H]2[C@H]1CO)c1ccccc1	4	-9	1	·	·	·	0	·
COc1ccc(NC(=O)CN(C)C(=O)CCCc2nc3ccccc3c(=O)[nH]2)cc1	10	-2	-1	0	-4	0.3	2	-1
O=S(=O)(NCCS(=O)(=O)N1CCN(c2ccc(F)cc2)CC1)c1ccccc1	-8	0	4	-9	4	-1.6	9	-22
CC1=CC(C)(C)N2C(=O)C3(SCC(=O)N3c3ccc(F)cc3)c3cc(C)cc1c32 (stereo not drawn)	-34	47	8	-1	-2	·	-1	-93
CC(/C=N\NC(=O)Cn1c(C)nc2ccccc21)=C\c1ccccc1	·	29	4	0	2	·	1	-19
O=C(COC(=O)c1ccco1)Nc1ccc(N2CCOCC2)cc1	4	4	4	-4	-2	2.4	1	0
COC(=O)/C=C1/C(=O)N/C(=N\c2nc(C)cc(C)n2)N1c1ccc(OC)cc1	3	·	·	2	3	3.4	1	-25
O=C(O)CCCNC(=O)Nc1ccccc1	22	-2	-2	-4	-12	-3.7	1	·
O=C(Nc1cccc(O)c1)c1ccc2c(c1)C(=O)N(Cc1ccco1)C2=O	5	·	-5	3	-2	-0.4	1	7
COc1ccc(NC(=O)N(C)C[C@@H]2Oc3ccc(NC(=O)Cc4ccccc4)cc3C(=O)N([C@H](C)CO)C[C@H]2C)cc1	10	-6	1	·	-3[16.7 µM]	0.9	51	-1
O=C(Nc1ccc(N2CCN(C(=O)c3ccco3)CC2)c(Cl)c1)c1cccnc1	0	-24	0	3	21	-2.9	0	11
Brc1ccccc1-n1nnc(-c2cccnc2)n1	-1	3	2	2	·	0.1	74	·
COCCn1cc(C(=O)N2CCCC(C)C2)c2c3ccccc3n(C)c2c1=O (stereo not drawn)	5	1	1	-9	4	·	0	1
COCCn1c(COc2ccc(OC)cc2)nc2ccccc21	·	-7	2	·	1	·	-1	-9
Cc1ccc(-c2ccc3c(c2)O[C@H](CN(C)Cc2ccc(C(=O)O)cc2)[C@H](C)CN([C@H](C)CO)S3(=O)=O)cc1	6	-3	-1	·	0[16.7 µM]	-1.6	0	-3
C=CCC(Nc1ccccc1)C12C=CC(O1)C(C(=O)OC)=C2C(=O)OC (stereo not drawn)	-35	12	1	·	·	·	1	·
COc1ccc(NC(=O)Nc2ccc3c(c2)C(=O)N([C@@H](C)CO)C[C@H](C)[C@@H](CN(C)S(C)(=O)=O)O3)cc1	4	-6	3	2	-12[16.7 µM]	0.0	0	14
C[C@H]1CCCCO[C@H](CN(C)C(=O)CCC(F)(F)F)[C@@H](C)CN([C@@H](C)CO)C(=O)c2cc(NC(=O)Cc3ccccc3)ccc2O1	-15	·	-2	·	1[16.7 µM]	-0.7	-1	-9
Cc1cc(C(=O)Nc2cc(C(C)(C)C)on2)c(C)o1	·	-8	2	-4	-3	-0.4	-3	-3
COc1ccc2oc(C)c(C(=O)NN)c2c1	2	6	1	·	-4	-1.2	3	-10
COc1ccc(CCNC(=O)C(=O)NCC2OCCN2S(=O)(=O)c2ccc3c(c2)OCCO3)cc1OC (stereo not drawn)	41	9	-5	·	·	-2.0	5	·
CO[C@@H]1CN(C)C(=O)c2ccc(NC(=O)c3ccccc3)cc2OC[C@H](C)NC[C@@H]1C	18	-5	-1	6	·	0.8	-3	-1
Continued.
SMILES	INS-1E GSIS act	C2C12 statin	PglD DTNB	FN deposit inh	miR-122 sensor	CFTR F508del cor	Cneo AK release	PGC1a acetyl inh
COc1ccc(/C=C/C(=O)OC(C)C(=O)c2ccccc2)cc1OC (stereo not drawn)	22	-8	0	-1	-6	0.2	-1	·
CC1(C)Cc2c(sc3nc(-c4cc5ccccc5o4)n(N)c(=O)c23)CO1	·	-48	2	·	-17	·	-5	·
O=C(Nc1ccc(NC(=O)C2CCCCC2)nc1)c1cccc(F)c1	-4	-15	-5	6	·	-2.3	0	·
O=C(NCCCn1ccnc1)C(=O)NCC1OCCN1S(=O)(=O)c1cc(F)ccc1F (stereo not drawn)	7	-43	-3	-8	-1	1.5	3	8
COc1ccc(/C=C/C(=O)c2c(O)cc(C)oc2=O)c(OC)c1	13	·	4	·	3	·	3	-6
C(=N\Nc1nc2ccccc2[nH]1)/c1cccc2nccnc12	-12	-23	2	11	-22	·	-3	8
COc1cc2c(c(OC)c1OC)-c1ccc(OC)c(=O)cc1C(NC(=O)c1ccccc1)CC2 (stereo not drawn)	-5	·	·	-17	26	2.4	·	13
O=C(C[C@H]1C[C@@H]2c3cc(NS(=O)(=O)c4ccc(F)cc4)ccc3O[C@@H]2[C@H](CO)O1)NCc1cccnc1	13	3	-4	-2	1[16.7 µM]	3.1	1	-8
COCC(=O)N1C[C@H]2[C@@H](c3ccccc31)[C@@H](CO)N2Cc1ccccc1	-5	10	2	·	-7[16.7 µM]	-0.7	-1	5
CCCN(C(=O)CCOc1ccc(C(C)(C)C)cc1)c1c(N)n(Cc2ccccc2)c(=O)[nH]c1=O	-5	4	·	1	13	0.5	·	2
O=C(Cc1ccc(-n2cccc2)cc1)NC1CCCCC1	·	-5	-6	·	2	·	0	3
CC(C)c1nnc(NC(=O)C2CCCN2C(=O)Nc2ccccc2)s1 (stereo not drawn)	-15	-1	3	-3	·	-2.1	-1	·
C[C@@H]1CN([C@H](C)CO)C(=O)c2cccc(NC(=O)Nc3cccc4ccccc34)c2O[C@@H]1CN(C)C(=O)Nc1cccc2ccccc12	-9	·	1	·	-5[16.7 µM]	0.7	1	0
CN(C)CCNC(=O)c1ccccc1	·	-31	6	4	-4	·	0	-3
